# Pf Dd2 growth: P. falciparum Dd2 growth inhibitors, primary screen, SYBR Green fluorescence, single dose replicates; 72 h; active compounds read low; activity change, % at 10 µM; actives 2.3% (n = 94,000); in the data active = activity change below about -80%; inconclusive = no clear call, values can overlap the other calls
# KDM4C inh: inhibitors of GASC-1 (KDM4C) histone demethylase, primary screen, biochemical, single concentration HTS. GST-KDM4C 2-372, H3K9me3 peptide, LANCE TR-FRET. inhibition, % at 12.5 µM. actives 0.15% (n = 96,000). AID 720574, 2013;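 active = mean replicate inhibition above about 25%, with at least 55% of replicates also reaching it, limit read from the data, passing the limit was not always enough; inconclusive = only one of those two conditions met; inactive = neither condition met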
# Target sequence (Q9H3R0 2-372 limits assumed): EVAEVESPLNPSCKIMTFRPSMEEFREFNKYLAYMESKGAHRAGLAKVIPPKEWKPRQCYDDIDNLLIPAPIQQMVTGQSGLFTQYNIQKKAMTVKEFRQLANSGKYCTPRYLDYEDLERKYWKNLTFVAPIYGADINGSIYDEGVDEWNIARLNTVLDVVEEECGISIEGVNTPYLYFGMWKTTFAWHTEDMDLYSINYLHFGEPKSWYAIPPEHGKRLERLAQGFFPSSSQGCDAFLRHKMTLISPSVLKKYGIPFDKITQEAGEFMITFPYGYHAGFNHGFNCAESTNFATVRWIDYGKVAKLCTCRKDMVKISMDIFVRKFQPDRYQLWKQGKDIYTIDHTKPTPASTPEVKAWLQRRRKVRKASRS
#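 System: N-terminal GST-fused human GASC-1 (KDM4C) fragment, residues 2-372 / Amount: 10 nM GST-KDM4C in enzyme reaction / Also added: H3K9me3 peptide with Fe(II)/2OG / Times: 30 min demethylation and 1 h detection at room temperature / Signal: LANCE TR-FRET / Read-out basis: Fall in 671/618 emission ratio as inhibition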
# T cruzi growth: T. cruzi intracellular proliferation inhibitors, primary screen, cell-based, beta-gal Tulahuen parasites, NIH3T3 host, luminescence; T. cruzi beta-gal in NIH3T3, GalScreen luminescence, 90 h; inhibition, % at 8.34 µM; actives 5.9% (n = 77,000);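 active = mean inhibition above about 93%, with at least 55% of replicates each passing it, limit read from the data, passing the limit was not always enough; inconclusive = only one of those two conditions holds; inactive = neither condition holds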
# C diff HTS: C. difficile growth inhibitors, primary screen, HTS. Clostridium difficile clinical isolate growth, OD600, 24 h; active compounds read low. growth activity, negative = inhibition, % at 16 µg/mL (by protocol). actives 0.25% (n = 86,000);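 active = mean growth activity at or below -80% and every replicate also at or below -80%; inconclusive = mean at or below -80% but some replicate above -80%; inactive = mean growth activity above -80%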;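 note: 0% = DMSO wells and -100% = levofloxacin 16 µg/mL wells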
# * marks the source's active call; other numbers are inactive results; ? = inconclusive; . = no result given; & = joins results of further samples.
mol	Pf Dd2 growth	KDM4C inh	T cruzi growth	C diff HTS
COc1ccc(-c2cnc3c(c2)C(=O)N([C@H](C)CO)C[C@@H](C)[C@@H](CN(C)C(=O)C2CC2)O3)cc1	-19	3.1	-126	0
O=C(C[C@H]1CC[C@H]2[C@@H](COC[C@@H](O)CN2Cc2ccc(Oc3ccccc3)cc2)O1)N1CCCCC1	-7	1.0	44	-18
C[C@@H]1CN([C@H](C)CO)C(=O)c2cc(-c3ccc(F)cc3)cnc2O[C@H]1CN(C)Cc1cncnc1	-11	1.8	-22	2
CC(=O)N(C)C[C@H]1Oc2cc(C#CC(C)C)ccc2S(=O)(=O)N([C@H](C)CO)C[C@@H]1C	3	1.5	4	3
O=C(NC[C@H]1[C@H](c2ccccc2)[C@H](CO)N1C(=O)Cc1cccnc1)C1CC1	8	1.9	53	0
CCCN(C)C[C@@H]1Oc2cc(C#Cc3ccccn3)ccc2S(=O)(=O)N([C@H](C)CO)C[C@@H]1C	-54	15	-3	-3
O=C(NC1CCCC1)N1CC2(C1)[C@H](c1ccccc1)[C@@H](CO)N2S(=O)(=O)Cc1ccccc1	46	-0.7	.	0
C[C@@H]1CCCCO[C@H](CN(C)Cc2ccccc2)[C@H](C)CN([C@H](C)CO)C(=O)c2cc(N(C)C)ccc2O1	-14	0.1	73	-2
C[C@@H]1CCCCO[C@@H](CN(C)C(=O)Nc2cccc3ccccc23)[C@@H](C)CN([C@H](C)CO)C(=O)c2cc(NC(=O)NC3CCCCC3)ccc2O1	-23	-1.7	-1	3
O=C(C[C@H]1CC[C@H]2[C@@H](COC[C@H](O)CN2C(=O)c2cccnc2)O1)NCc1ccccc1	4	-0.9	18	-3

# The listing continues:
mol	Pf Dd2 growth	KDM4C inh	T cruzi growth	C diff HTS
COC(=O)C[C@H]1CC[C@H]2[C@H](COc3ccc(NS(=O)(=O)c4cccc(F)c4)cc3C(=O)N2C)O1	3	4.4	38	1
CC(C)NC(=O)N(C)C[C@@H]1Oc2c(cccc2N(C)C)C(=O)N([C@H](C)CO)C[C@@H]1C	9	0.4	13	13
C[C@@H]1CCCCO[C@H](CN(C)S(=O)(=O)c2cn(C)cn2)[C@@H](C)CN([C@H](C)CO)C(=O)c2cc(NC(=O)c3ccncc3)ccc2O1	13	.	55	-3
O=C(N[C@@H]1CC[C@@H](CCNS(=O)(=O)c2ccc(F)cc2)O[C@@H]1CO)c1cccnc1	21	-1.8	-18	7
C[C@H]1CN([C@@H](C)CO)C(=O)c2c(c3ccccc3n2C)-c2ccccc2CO[C@H]1CN(C)Cc1ccc(C(F)(F)F)cc1	?	0.1	.	17
CCCC(=O)Nc1ccc2c(c1)OC[C@H](C)N(C(=O)C1CCCC1)C[C@@H](C)[C@H](OC)CN(C)C2=O	-3	0.7	8	.
C[C@H](CO)N1C[C@H](C)[C@H](CN(C)C(=O)Nc2cccc3ccccc23)Oc2ccc(NC(=O)Cc3ccccc3)cc2CC1=O	-58	-0.8	23	-4
Cc1ccc(S(=O)(=O)Nc2ccc3c(c2)C(=O)N([C@@H](C)CO)C[C@H](C)[C@H](CN(C)C(=O)CCCN(C)C)OCCCC[C@@H](C)O3)cc1	-4	3.1	54	.
CCC(=O)N1CC2(CCN(C(C)=O)CC2)c2c([nH]c3cc(OC)ccc23)[C@H]1CO	-19	0.2	.	-3
CCS(=O)(=O)Nc1ccc2c(c1)C(=O)N(C)[C@H]1CC[C@H](CC(=O)NCc3ccccc3F)O[C@H]1CO2	.	-2.8	-6	2

# Copied from above for reference:
mol	Pf Dd2 growth	KDM4C inh	T cruzi growth	C diff HTS
C[C@H](CO)N1C[C@H](C)[C@H](CN(C)C(=O)Nc2cccc3ccccc23)Oc2ccc(NC(=O)Cc3ccccc3)cc2CC1=O	-58	-0.8	23	-4
Cc1ccc(S(=O)(=O)Nc2ccc3c(c2)C(=O)N([C@@H](C)CO)C[C@H](C)[C@H](CN(C)C(=O)CCCN(C)C)OCCCC[C@@H](C)O3)cc1	-4	3.1	54	.
CCC(=O)N1CC2(CCN(C(C)=O)CC2)c2c([nH]c3cc(OC)ccc23)[C@H]1CO	-19	0.2	.	-3
CCS(=O)(=O)Nc1ccc2c(c1)C(=O)N(C)[C@H]1CC[C@H](CC(=O)NCc3ccccc3F)O[C@H]1CO2	.	-2.8	-6	2

# Further records follow:
mol	Pf Dd2 growth	KDM4C inh	T cruzi growth	C diff HTS
CCC(=O)N1[C@H](CO)[C@@H]2c3ccccc3N(C(=O)c3ccccc3F)C[C@@H]21	1	3.7	-24	13
C[C@H]1CN([C@@H](C)CO)C(=O)CCCn2nncc2CO[C@@H]1CN(C)Cc1cccc(O)c1	-5	-0.6	22	.
O=C(N[C@@H]1C[C@@H]2O[C@H](CO)CC[C@@H]2O[C@@H]1CCc1ccc(C#Cc2ccccc2)cc1)c1ccccn1	1	.	.	-3
CN(C)C(=O)C[C@H]1CC[C@H]2[C@@H](COC[C@H](O)CN2CC2CCCC2)O1	-10	-0.3	-27	3
CC(C)(C)[S@](=O)N1Cc2cc(C(=O)NC3CCCC3)nc(-c3cccc(Br)c3)c2[C@@H]1CCO	-65	-0.5	.	5
O=C(C[C@@H]1C=C[C@H](NC(=O)Nc2ccc3c(c2)OCO3)[C@@H](CO)O1)NCCCN1CCOCC1	-9	0.5	.	5
CC(C)NC(=O)Nc1ccc2c(c1)C(=O)N([C@@H](C)CO)C[C@@H](C)[C@@H](CN(C)Cc1ccc(C(=O)O)cc1)OCCCC[C@@H](C)O2	40	1.5	48	-3
N#C[C@@H]1N[C@@H](CO)[C@@H]1c1ccc(C2=CCCC2)cc1	36	.	88	-6
C[C@@H]1CN([C@H](C)CO)C(=O)c2cc(NC(=O)CCN3CCOCC3)ccc2O[C@@H]1CN(C)S(=O)(=O)c1cccs1	37	2.1	-146	1
CCC(=O)Nc1ccc2c(c1)C(=O)N(C)[C@@H]1CC[C@@H](CC(=O)NCc3ccccc3Cl)O[C@H]1CO2	3	-0.2	5	-1

# Remaining list, next part
mol	Pf Dd2 growth	KDM4C inh	T cruzi growth	C diff HTS
C[C@@H]1CN([C@H](C)CO)C(=O)c2cccc(NC(=O)Nc3ccc(F)cc3)c2O[C@@H]1CN(C)S(=O)(=O)c1cn(C)cn1	25	0.2	11	.
C[C@@H]1CN([C@@H](C)CO)C(=O)c2cccc(NC(=O)c3ccncc3)c2O[C@H]1CN(C)Cc1ccc(C(F)(F)F)cc1	-6	0.3	92	-4
COc1ccccc1S(=O)(=O)N1CC[C@@H]2[C@H]1c1cc(-c3ccccc3)ccc1N[C@@H]2CO	25	12	72	40
C[C@@H]1CN([C@H](C)CO)C(=O)CCCn2cc(nn2)CO[C@H]1CN(C)C(=O)C1CC1	-15	.	-5	-2
Cc1noc(C)c1S(=O)(=O)Nc1ccc2c(c1)C(=O)N([C@H](C)CO)C[C@H](C)[C@H](CN(C)Cc1ccc(C(=O)O)cc1)O2	10	1.1	-51	.
O=C(Nc1cc(F)ccc1F)N[C@@H]1CC[C@H](CCn2cc(C3CCCC3)nn2)O[C@@H]1CO	-67	2.1	.	-10
C[C@@H]1CN([C@@H](C)CO)C(=O)c2cc(NS(=O)(=O)c3ccc(F)cc3)ccc2O[C@@H](C)CCCCO[C@H]1CN(C)C(=O)c1ccncc1	19	1.6	-76	.
Cc1cccc(-c2ccc([C@H]3[C@H](CO)N4CCCCN(S(=O)(=O)c5cccc(C)c5)C[C@@H]34)cc2)c1	-26	-0.2	98*	21
CN(C)CCCNC(=O)C[C@@H]1CC[C@@H]2[C@H](COC[C@@H](O)CN2CC2CCCC2)O1	-9	9.0	5	1&-1
Cc1ccccc1S(=O)(=O)N1[C@H](C#N)[C@@H](c2ccc(C#CC3CCCC3)cc2)[C@@H]1CO	-61	-1.4	.	21

# Next structures
mol	Pf Dd2 growth	KDM4C inh	T cruzi growth	C diff HTS
O=S(=O)(c1ccccc1)N1CCCCN2[C@H](CO)[C@@H](c3ccc(C#Cc4ccccc4)cc3)[C@@H]2C1	19	.	83	22
C[C@@H]1CCCCO[C@@H](CN(C)S(=O)(=O)c2ccc(Cl)cc2)[C@H](C)CN([C@H](C)CO)C(=O)c2cc(NS(=O)(=O)c3ccc(F)cc3)ccc2O1	-60	0.7	61	6
COc1cccc(NC(=O)N2CC(=O)N3[C@H](C2)[C@@H](c2ccc(C#CCC4CCCC4)cc2)[C@@H]3CO)c1	-29	0.5	.	54
COCC(=O)N(C)C[C@H]1Oc2cc(-c3ccc(C#N)cc3)ccc2S(=O)(=O)N([C@H](C)CO)C[C@@H]1C	48	1.5	.	-2
C[C@H](CO)N1C[C@H](C)[C@@H](CN(C)S(=O)(=O)c2ccc(Cl)cc2)Oc2c(NC(=O)c3ccc(-c4nccs4)cc3)cccc2C1=O	-18	1.5	24	-6
C[C@H](NC(=O)C[C@@H]1CC[C@H]2[C@H](COc3ccc(NS(=O)(=O)c4ccc(Cl)cc4)cc3C(=O)N2C)O1)c1ccccc1	19	-0.8	79	.
Cc1noc(C)c1S(=O)(=O)N(C)C[C@H]1OCCCC[C@H](C)Oc2ccc(NC(=O)Nc3ccc(F)cc3)cc2C(=O)N([C@H](C)CO)C[C@@H]1C	1	1.3	92	2
Cn1cnc(S(=O)(=O)N2CCCCN3[C@H](CO)[C@H](c4ccc(-c5cccc(F)c5)cc4)[C@H]3C2)c1	25	-2.0	-23	-10
Cc1cccc(-c2ccc(C3[C@H]4CNC[C@@H]3N4CC3CCOCC3)cc2)c1 (some centres not stated)	4&-11	0.5&-1.0	.	-6&8
CC(C)NC(=O)Nc1ccc2c(c1)CC(=O)N([C@@H](C)CO)C[C@H](C)[C@H](CN(C)S(=O)(=O)c1ccccc1)O2	-12	0.2	-61	1

# More compounds follow.
mol	Pf Dd2 growth	KDM4C inh	T cruzi growth	C diff HTS
CCNC(=O)C[C@H]1CC[C@H]2[C@@H](COC[C@H](O)CN2C(=O)C2CCCC2)O1	-6	-0.6	10	.
COc1ccc(OC(=O)N(C)C[C@@H]2OCc3cn(nn3)CCCC(=O)N([C@H](C)CO)C[C@H]2C)cc1	8	.	5	.
Cc1ccc(-c2ccc([C@H]3[C@H](CO)N4C(=O)CN(S(=O)(=O)c5cccc(F)c5)C[C@@H]34)cc2)cc1	3	-0.2	.	3
N#C[C@H]1N[C@H](CO)[C@H]1c1ccc(C#Cc2cccnc2)cc1	-41	-2.2	79	-8
Cc1ccc(S(=O)(=O)N(C)C[C@@H]2OCCCC[C@@H](C)Oc3ccc(NC(=O)CCC(F)(F)F)cc3C(=O)N([C@H](C)CO)C[C@@H]2C)cc1	-73	-1.5	.	.
C[C@H]1CN([C@@H](C)CO)C(=O)Cc2cc(NC(=O)Cc3ccccc3)ccc2O[C@H]1CN(C)Cc1ccc(Cl)c(Cl)c1	-12	8.1	?	86
C[C@H](CO)N1C[C@H](C)[C@@H](CN(C)C(=O)Nc2cccc3ccccc23)Oc2c(NS(=O)(=O)c3cccs3)cccc2C1=O	11	0.5	-106	.
O=C([C@H]1[C@H](CO)[C@H]2Cn3c(ccc(-c4cccnc4)c3=O)[C@H]2N1CCC(F)(F)F)N1CCOCC1	.	4.0	49	5
CS(=O)(=O)Nc1ccc2c(c1)[C@@H]1C[C@@H](CC(=O)NCc3ccccn3)O[C@H](CO)[C@@H]1O2	20	1.4	8	5
CCC(=O)N1[C@@H](CO)[C@@H]2c3ccccc3N(C(=O)NC(C)C)C[C@@H]21	11	6.7	24	-5

# Further results.
mol	Pf Dd2 growth	KDM4C inh	T cruzi growth	C diff HTS
CCCN1C[C@H](C)[C@H](OC)CN(C)C(=O)c2ccc(NC(=O)CC(F)(F)F)cc2OC[C@H]1C	-5	-0.3	.	-6
COc1ccc(S(=O)(=O)Nc2ccc3c(c2)C(=O)N([C@@H](C)CO)C[C@@H](C)[C@@H](CN(C)C(=O)c2ccccc2)OCCCC[C@H](C)O3)cc1	-24	0.5	15	12
COc1cccc(S(=O)(=O)N(C)C[C@H]2Oc3ncc(C#CCN(C)C)cc3C(=O)N([C@@H](C)CO)C[C@H]2C)c1	8	3.6	81	-1
C[C@@H]1CCCCO[C@@H](CN(C)Cc2ccc(C(=O)O)cc2)[C@@H](C)CN([C@@H](C)CO)C(=O)c2cc(NC(=O)Nc3ccc4c(c3)OCO4)ccc2O1	15	3.0	-14	-1
C[C@H]1CCCCO[C@H](CN(C)C(=O)NC2CCCCC2)[C@@H](C)CN([C@@H](C)CO)C(=O)c2cc(NS(=O)(=O)c3cccs3)ccc2O1	-39	0.0	64	8
COc1ccccc1-c1ccc([C@H]2[C@H](C#N)N[C@@H]2CO)cc1	-19	-0.8	59	6
CO[C@H]1CN(C)C(=O)c2ccc(NC(C)=O)cc2OC[C@H](C)N(C(=O)c2ccccc2F)C[C@@H]1C	-18	1.2	16	1
